PDI inh = blocks human protein disulfide isomerase activity; P07237; PDI insulin aggregation turbidity, A650, 90 min; inhibition, % at 10 µM; 350,000 compounds, 0.052% hits;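 active means mean inhibition across replicates of 30% or more, whatever share of single replicates reach that level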;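 further: absorbance from insulin aggregation driven by PDI reduction with DTT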
Target sequence (P07237 whole entry, looked up): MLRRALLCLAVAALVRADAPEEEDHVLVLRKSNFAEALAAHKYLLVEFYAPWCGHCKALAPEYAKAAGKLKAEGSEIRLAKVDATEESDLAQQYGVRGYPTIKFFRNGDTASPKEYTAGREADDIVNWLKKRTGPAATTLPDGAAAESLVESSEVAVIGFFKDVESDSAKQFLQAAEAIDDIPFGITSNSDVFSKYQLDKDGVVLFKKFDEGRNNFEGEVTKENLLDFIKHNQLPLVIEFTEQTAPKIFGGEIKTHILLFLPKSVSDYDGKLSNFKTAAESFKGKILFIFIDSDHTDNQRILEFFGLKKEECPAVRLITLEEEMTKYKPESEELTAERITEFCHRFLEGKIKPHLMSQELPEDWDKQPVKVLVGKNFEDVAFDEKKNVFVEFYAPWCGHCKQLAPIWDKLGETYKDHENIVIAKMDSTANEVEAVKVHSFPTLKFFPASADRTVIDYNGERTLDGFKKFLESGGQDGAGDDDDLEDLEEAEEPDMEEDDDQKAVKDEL
TRPM1 prom inh = MITF TRPM1 promoter inhibition in SK-MEL-5 cells | AID 488899 | inhibition, % at 12.5 µM | 330,000 compounds, 0.83% hits | SK-MEL-5 TRPM1 promoter luciferase, 24 h;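 active means mean inhibition across replicates of 60% or more, whatever share of single replicates reaches that level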; further: values of inactives mirror those of a sister screen read the other way
CaV13 FRET inh = Disruptors of the CACNA1D IQ motif to Ca2+-dependent inactivation inhibitor domain association, primary screening, Förster resonance energy transfer in intact living …; AID 743397; 340,000 compounds, 0.098% hits; HEK cells, CFP/YFP FRET ICDI-IQ, plate reader, 10 min; percent FRET-ratio fall versus neutral wells; inhibition, % at 12.3 µM;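 active means mean replicate inhibition of at least 30% and at least 1% of replicates passing that level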;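 further: 0% = median of the neutral control wells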
Peg3 promoter = reduces Peg3 promoter-driven luciferase expression in HeLa; HeLa PEG-Prom luciferase reporter, luminescence, overnight; inhibition, % at 20 µM; 360,000 compounds, 1.7% hits;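 active means inhibition of at least 50% at 20 µM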
aDG glyco up = increases alpha dystroglycan glycosylation; 360,000 compounds, 0.22% hits; activation, % at 10 µM; AID 624168; Pro5-aDG cells, alpha-DG glycosylation AlphaScreen (IIH6); 0% Pro5, 100% B10-LARGE cell signal;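 active means activation of at least 8% versus controls, or a plate z-score of at least 8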;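 further: Pro5 are CHO cells carrying HIG-tagged alpha-DG that lacks glycosylation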
HIF-2a inh = HIF-2a inhibition; 786-0 RCC cells HIF-2a reporter, luciferase luminescence, overnight; inhibition, % at 18.8 µM; 360,000 compounds, 0.72% hits;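 active means inhibition of the luminescence signal of 40% or more relative to plate controls, in a single-dose primary screen at 18.75 µM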
Exocytosis inh = lytic granule exocytosis inhibition | TALL-104 LAMP-1 surface exposure, flow cytometry; cells stimulated with thapsigargin and PMA | inhibition, % at 10 µM | 360,000 compounds, 0.66% hits;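 active means inhibition above about 55%, limit read from the data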
Vif imaging = HIV Vif inhibition. HEK293T cells, Vif self-association by quenched fluorescence, imaging, 24 h. inhibition, % at 7.49 µM. 340,000 compounds, 0.35% hits; in the data active means inhibition above about 50%, passing the limit was not always enough; further: some results filed as inactive read as strong as hits
NR2E3 ag-1 = agonists of human nuclear receptor NR2E3. GST-NR2E3/biotin-RetCOR TR-FRET, 1536-well. inhibition of corepressor binding, % at 4.78 µM. 320,000 compounds, 0.12% hits. AID 2300;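 active means percent inhibition above the cutoff of mean plus 3 SD of all tested compounds, set per screening campaign, cut at about 20% in these data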;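 further: 0% = DMSO wells and 100% = biotin wells as full block of FRET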
Target sequence (Q9Y5X4 whole entry, looked up): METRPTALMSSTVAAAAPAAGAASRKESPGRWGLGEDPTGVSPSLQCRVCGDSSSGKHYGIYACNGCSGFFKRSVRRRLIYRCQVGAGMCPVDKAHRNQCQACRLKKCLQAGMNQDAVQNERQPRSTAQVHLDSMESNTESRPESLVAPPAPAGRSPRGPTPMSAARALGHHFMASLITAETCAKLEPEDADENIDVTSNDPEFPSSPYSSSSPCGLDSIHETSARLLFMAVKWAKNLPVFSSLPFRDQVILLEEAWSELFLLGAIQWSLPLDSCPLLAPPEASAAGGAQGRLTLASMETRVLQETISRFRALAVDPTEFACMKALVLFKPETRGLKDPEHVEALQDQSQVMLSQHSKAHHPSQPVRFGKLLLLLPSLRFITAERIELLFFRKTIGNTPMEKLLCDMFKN
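Assay system: NR2E3–RetCOR corepressor complex. Quantity: 1.35 nM GST-NR2E3. Buffer or medium: pH 7.5 Tris-based buffer. Reagent: biotinylated RetCOR corepressor at 7 nM final. Schedule: 5 h at 4 °C. Detection: TR-FRET, emission read at 617 and 671 nm. Replicates: one well per compound, singlicate testing.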
iPSC survival up = increases survival of single human iPS cells; 360,000 compounds, 0.044% hits; hiPSC single-cell survival, ATPlite luminescence; 100% = ROCK inhibitor wells, 0% = DMSO; AID 602274; survival enhancement, % at 20 µM; in the data active means survival enhancement above about 18%;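 further: cells exposed to compounds for 16 hours before the ATP read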
NR2E3 ag-2 = agonists of human NR2E3 nuclear receptor; Q9Y5X4; CHO-S Gal4-NCOR/VP16-NR2E3 two-hybrid, luciferase; inhibition of corepressor binding, % at 3.98 µM; 360,000 compounds, 0.35% hits; AID 602229;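 active means inhibition above the mean of all tested compounds plus 3 SD, cut at about 70% in these data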;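 further: 0% = DMSO with NR2E3 transfected cells and 100% = cells lacking NR2E3 construct; higher means lower luciferase signal from less NR2E3 corepressor binding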
An asterisk follows results filed as active; · = no result given.

Codes: A = PDI inh; B = TRPM1 prom inh; C = CaV13 FRET inh; D = Peg3 promoter; E = aDG glyco up; F = HIF-2a inh; G = Exocytosis inh; H = Vif imaging; I = NR2E3 ag-1; J = iPSC survival up; K = NR2E3 ag-2
O=C(Nc1cccc(Cl)c1)Nc1ccccc1NS(=O)(=O)c1cccs1
  A: 11 | B: 10 | C: -19 | D: 6 | E: 0.2 | F: -28 | G: 3 | H: -7 | I: 2 | J: 2.0 | K: -14

O=C(N/C(=C\c1ccc([N+](=O)[O-])cc1)C(=O)N1CCOCC1)c1ccccc1
  A: -2 | B: 4 | C: -7 | D: 8 | E: -0.2 | F: 12 | G: 2 | H: 0 | I: 3 | J: 3.3 | K: -12

CCCN1C(=O)/C(=C\C=C2/C=CN(CC)c3ccccc32)SC1=S
  A: -8 | B: 21 | C: -6 | D: 8 | E: -0.9 | F: 8 | G: 9 | H: 2 | I: -4 | J: -2.7 | K: -9

CCN(C(=O)CSc1nnc(Nc2ccccc2C)s1)C1CCS(=O)(=O)C1 (stereo unspecified)
  A: 13 | B: 1 | C: -3 | D: 13 | E: 0.1 | F: 9 | G: -2 | H: 16 | I: 2 | J: -0.4 | K: 7

O=C(Nc1ccc2nc3n(c(=O)c2c1)CCCC3)c1cccc([N+](=O)[O-])c1
  A: -1 | B: -16 | C: -4 | D: -117 | E: -0.1 | F: -196 | G: 5 | H: -9 | I: 0 | J: 0.6 | K: -52

CCCC1(C(=O)OCC)NC(c2ccc(OC)cc2OC)C2C(=O)N(c3ccccc3)C(=O)C21 (stereo unspecified)
  A: -8 | B: -8 | C: -1 | D: -4 | E: -0.1 | F: -2 | G: 2 | H: 15 | I: 0 | J: 1.8 | K: -10

Cc1ccc(C(=O)Nn2cnnc2)cc1S(=O)(=O)N1CCOCC1
  A: 18 | B: 4 | C: -1 | D: 2 | E: 0.1 | F: 3 | G: -1 | H: -1 | I: 0 | J: 0.1 | K: 7

Cc1nc2ccc(C(=O)Nc3ccc4nc[nH]c4c3)cc2[nH]1
  A: 8 | B: -3 | C: -2 | D: 16 | E: -0.2 | F: 23 | G: -2 | H: -3 | I: 4 | J: 0.6 | K: -2

COc1ccc(N2C(=O)CSC2c2ccccc2)cc1 (stereo unspecified)
  A: 3 | B: 3 | C: -20 | D: 16 | E: 0.0 | F: 17 | G: -2 | H: -1 | I: -3 | J: -0.1 | K: 0

Cc1ccc2cccc(OCC(=O)NCCC3=CCCCC3)c2n1
  A: 6 | B: 7 | C: · | D: -7 | E: -0.2 | F: -24 | G: -4 | H: 0 | I: · | J: -0.4 | K: 0

Cc1ccc(NC(=O)CCC(=O)NNC(=O)NC2CCCCC2)c(C)c1
  A: 0 | B: 7 | C: -7 | D: 8 | E: 0.0 | F: 12 | G: 10 | H: 79* | I: -1 | J: 2.2 | K: -5

CCC(c1ccccc1)c1nnc(NC(=O)c2ccco2)s1 (stereo unspecified)
  A: 0 | B: · | C: -5 | D: -40 | E: -0.2 | F: -72 | G: -5 | H: 0 | I: 1 | J: 0.1 | K: 0

COc1ccc(CCNC(=O)COC(=O)/C=C/c2cc(OC)c(OC)c(OC)c2)cc1OC
  A: 1 | B: -1 | C: -2 | D: 8 | E: -0.2 | F: 1 | G: 4 | H: 0 | I: 2 | J: -1.4 | K: 1

Cc1ccccc1OCC(=O)NNC(=O)C1CCCCC1C(=O)O (stereo unspecified)
  A: 11 | B: -6 | C: -6 | D: 1 | E: 0.0 | F: -3 | G: 1 | H: -8 | I: 1 | J: -0.2 | K: -2

O=C(NCc1ccc(F)cc1)c1cccc2c1C(=O)c1ccc(N3CCC(Cc4ccccc4)CC3)cc1S2(=O)=O
  A: -6 | B: 5 | C: -38 | D: 4 | E: 0.7 | F: 10 | G: -7 | H: 2 | I: · | J: -0.4 | K: -24

CCOC(=O)C1=C(C)NC2=C(C(=O)C(C(=O)OCC)C(c3ccccc3OC)C2)C1c1ccccn1 (stereo unspecified)
  A: 1 | B: 2 | C: 2 | D: 8 | E: 0.3 | F: 14 | G: -4 | H: 4 | I: -1 | J: 0.0 | K: -26

O=C(NCC1CCN(Cc2cccc(Cl)c2)CC1)C1CCCN(c2ncnc3c2nc2n3CCCCC2)C1 (stereo unspecified)
  A: 5 | B: 18 | C: -2 | D: 34 | E: 0.0 | F: 5 | G: 3 | H: -14 | I: 4 | J: -0.5 | K: 13

O=c1nc(N2CCCC2)nc(Nc2ccccc2)[nH]1
  A: -2 | B: -12 | C: -5 | D: 7 | E: 0.2 | F: 1 | G: 0 | H: 3 | I: 0 | J: 0.6 | K: -10

COc1ccc(C)c(NC(=O)NCCc2cnc[nH]2)c1
  A: 8 | B: -3 | C: -1 | D: 23 | E: -0.1 | F: 13 | G: -1 | H: 19 | I: 0 | J: 1.7 | K: 3

Cc1ccc(NC(=O)CCC(=O)NN=Cc2ccc(C)o2)c(C)c1
  A: 0 | B: · | C: -5 | D: -1 | E: -0.2 | F: -8 | G: -5 | H: · | I: · | J: -1.8 | K: -12

C=CCn1c(=NC(=O)c2cccs2)sc2cccc(OC)c21
  A: 1 | B: 4 | C: 4 | D: -63 | E: 0.3 | F: -106 | G: 39 | H: -1 | I: 3 | J: -0.4 | K: -58

O=[N+]([O-])c1ccc(NC(=S)NCCc2ccccc2)cc1
  A: -4 | B: -12 | C: -6 | D: -102 | E: 1.9 | F: -156 | G: 1 | H: -9 | I: -2 | J: -1.3 | K: -41

O=c1cnn(-c2ccc(Cl)cc2Cl)c(-c2ccccc2)c1
  A: -12 | B: 2 | C: -5 | D: 1 | E: 2.3 | F: -29 | G: 0 | H: -6 | I: 3 | J: -0.9 | K: -16

CCCOc1ccc(C(=O)Nc2cc(S(=O)(=O)N3CCOCC3)ccc2N2CCOCC2)cc1
  A: 0 | B: -10 | C: -7 | D: 16 | E: 0.1 | F: -1 | G: -10 | H: -2 | I: 3 | J: -0.3 | K: -24

O=C(COC(=O)c1ccc([N+](=O)[O-])s1)Nc1cccc(S(=O)(=O)NC2=NCCCCC2)c1
  A: -5 | B: -2 | C: -4 | D: 8 | E: 0.2 | F: 3 | G: 7 | H: 0 | I: 0 | J: -0.3 | K: 21

Cc1ccc(CSc2nnc([C@@H]3CCCN3C(=O)OC(C)(C)C)o2)cc1
  A: 12 | B: 7 | C: 1 | D: 20 | E: 0.1 | F: 12 | G: 1 | H: -2 | I: 2 | J: -0.5 | K: 12

COc1ccc(CCNC(=O)c2cccc(S(=O)(=O)N3CCCC3)c2)cc1OC
  A: -3 | B: -5 | C: -3 | D: 9 | E: -0.3 | F: 5 | G: -4 | H: -5 | I: 0 | J: -0.6 | K: 1

CN(Cc1cn(C)nc1-c1ccccc1F)C1CCOC1 (stereo unspecified)
  A: -1 | B: 4 | C: -6 | D: 14 | E: -0.2 | F: 17 | G: -2 | H: 9 | I: 2 | J: -0.8 | K: 12

CCC(=O)Nn1cnc2c(c1=O)C1(CCCCC1)Cc1ccccc1-2
  A: -8 | B: 15 | C: -5 | D: 11 | E: 0.1 | F: 22 | G: -2 | H: 11 | I: 1 | J: -1.7 | K: -5

O=C1NC[C@H](Cc2ccccc2)N(CC2CCN(CCCCc3ccccc3)CC2)C1=O
  A: -2 | B: -7 | C: -2 | D: 7 | E: -0.2 | F: 5 | G: 7 | H: · | I: · | J: 1.9 | K: 12

Some of the entries above in a different format.
molecule: O=[N+]([O-])c1ccc(NC(=S)NCCc2ccccc2)cc1
  PDI inh = -4	TRPM1 prom inh = -12	CaV13 FRET inh = -6	Peg3 promoter = -102	aDG glyco up = 1.9	HIF-2a inh = -156	Exocytosis inh = 1	Vif imaging = -9	NR2E3 ag-1 = -2	iPSC survival up = -1.3	NR2E3 ag-2 = -41

molecule: O=c1cnn(-c2ccc(Cl)cc2Cl)c(-c2ccccc2)c1
  PDI inh = -12	TRPM1 prom inh = 2	CaV13 FRET inh = -5	Peg3 promoter = 1	aDG glyco up = 2.3	HIF-2a inh = -29	Exocytosis inh = 0	Vif imaging = -6	NR2E3 ag-1 = 3	iPSC survival up = -0.9	NR2E3 ag-2 = -16

molecule: CCCOc1ccc(C(=O)Nc2cc(S(=O)(=O)N3CCOCC3)ccc2N2CCOCC2)cc1
  PDI inh = 0	TRPM1 prom inh = -10	CaV13 FRET inh = -7	Peg3 promoter = 16	aDG glyco up = 0.1	HIF-2a inh = -1	Exocytosis inh = -10	Vif imaging = -2	NR2E3 ag-1 = 3	iPSC survival up = -0.3	NR2E3 ag-2 = -24

molecule: O=C(COC(=O)c1ccc([N+](=O)[O-])s1)Nc1cccc(S(=O)(=O)NC2=NCCCCC2)c1
  PDI inh = -5	TRPM1 prom inh = -2	CaV13 FRET inh = -4	Peg3 promoter = 8	aDG glyco up = 0.2	HIF-2a inh = 3	Exocytosis inh = 7	Vif imaging = 0	NR2E3 ag-1 = 0	iPSC survival up = -0.3	NR2E3 ag-2 = 21

Later entries:
Codes: A = PDI inh; B = TRPM1 prom inh; C = CaV13 FRET inh; D = Peg3 promoter; E = aDG glyco up; F = HIF-2a inh; G = Exocytosis inh; H = Vif imaging; I = NR2E3 ag-1; J = iPSC survival up; K = NR2E3 ag-2
COP(=O)(OC)c1ccc(NCc2cc(O)ccc2O)cc1
  A: -6 | B: -11 | C: -11 | D: -2 | E: 0.0 | F: -18 | G: 3 | H: 2 | I: · | J: 2.4 | K: 3

CCCC(=O)Nc1cccc(-c2nc3ccccc3o2)c1
  A: -62 | B: -53 | C: · | D: -90 | E: -0.1 | F: -168 | G: -1 | H: · | I: -1 | J: -2.9 | K: -120

Cc1nn(C)c(C)c1CN(Cc1nc(-c2ccc(F)cc2F)oc1C)C1CC1
  A: -1 | B: 19 | C: 1 | D: 5 | E: 0.1 | F: 4 | G: 9 | H: -3 | I: 4 | J: -0.3 | K: -13

C/C(=N\OCC(=O)Nc1cc(C)cc(C)c1)c1ccc2c(c1)OCCO2
  A: 8 | B: 12 | C: -3 | D: 15 | E: 0.2 | F: 6 | G: 10 | H: 10 | I: 0 | J: -1.5 | K: -11

COCCCN1C(=O)C(CC(=O)NCCCN(C)C)CC(C(=O)N2CCOCC2)=C1C (stereo unspecified)
  A: · | B: · | C: -6 | D: 4 | E: -0.1 | F: 11 | G: 3 | H: · | I: · | J: 5.9 | K: 7

CN(CC(=O)Nc1cccnc1)S(=O)(=O)c1ccc(Br)cc1
  A: -5 | B: 2 | C: · | D: 18 | E: 0.7 | F: 13 | G: -1 | H: · | I: 2 | J: 0.1 | K: -37

O=[N+]([O-])c1ccc(NN=Cc2ccccc2)nc1
  A: 9 | B: -156 | C: -8 | D: -334 | E: -0.3 | F: -285 | G: -4 | H: 7 | I: · | J: 0.3 | K: -87

CC1C(=O)N2CCCc3cc(NC(=O)c4ccccc4C(F)(F)F)cc1c32 (stereo unspecified)
  A: -15 | B: 13 | C: -6 | D: -2 | E: -0.2 | F: 15 | G: -2 | H: 7 | I: -4 | J: 0.1 | K: -15

Assay outcomes deposited in PubChem by several laboratories.
